Screening data (PubChem BioAssay)
MazEF act: increases E. coli MazEF RNase cleavage of RNA; P0AE70; FAM/BHQ RNA-DNA oligo cleavage fluorescence, 5 h; activation, % at 20 µM; hit rate 0.32% among 350,000; in the data active = activation above about 50%
CCHF vOTU inh: blocks the CCHF virus ovarian tumor domain protease; AID 651958; hit rate 0.55% among 370,000; CCHFV vOTU protease, Pep-AMC fluorescence; inhibition, % at 11.5 µM; in the data active = inhibition above about 30%; also: 0% = vehicle wells with enzyme and 100% = no enzyme wells
PrPC surface inh: cell surface PrPC inhibition, primary TR-FRET screen | TR-FRET read-out | inhibition, % at 13.8 µM | hit rate 0.43% among 370,000 | AID 720596; in the data active = inhibition above about 24%; also: 0% = median of the test wells and 100% = reference compound wells
Rv3671c protease: inhibitors of M. tuberculosis serine protease Rv3671c | P9WHR9 | inhibition, % at 5.96 µM | hit rate 0.048% among 320,000 | AID 2606; in the data active = inhibition above about 38%;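 also: extracellular domain of Rv3671c used as enzyme; 0% = enzyme with DMSO and 100% = no enzyme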
BH1578 lux ind: inducers of Vibrio cholerae quorum light production without autoinducers | V. cholerae BH1578 lux reporter, luminescence, 6 h | activation, % at 18.7 µM | hit rate 0.16% among 350,000; in the data active = activation mostly above about 9.7%, no sharp cut-off; also: not every result past the cut was called active; inactives centre near 0; reference of the scale not given here
Yp Topo-I inh: inhibitors of Yersinia pestis topoisomerase I; activity, % at 10 µM; hit rate 0.064% among 360,000; Y. pestis Topo-I cleavage product accumulation, plate reader; AID 504884; in the data active = activity above about 50%, passing the limit was not always enough; also: inactives centre near 2
PriA SSB inh: inhibitors of Klebsiella pneumoniae PriA binding to SSB C-terminal tail; AlphaScreen SSBct-PriA binding, biotinylated peptide; inhibition, % at 33 µM; hit rate 0.6% among 430,000; AID 1272365; in the data active = inhibition mostly above about 37%, no sharp cut-off; inactive = mostly below about 20%;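 also: plate controls were negative control peptide for no effect and reference peptide for full effect; strong numbers were not always called active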
3CLpro inhibitor: SARS-CoV 3CLpro protease inhibition; P0C6X7; recombinant SARS-CoV 3CLpro, quenched FRET peptide cleavage; inhibition, % at 6 µM; hit rate 0.14% among 290,000; AID 1706; in the data active = inhibition above about 12%
TcdB inh: TcdB glycohydrolase inhibition; P18177; TcdB glycohydrolase enzymatic assay, plate reader; inhibition, % at 9.99 µM; hit rate 0.24% among 350,000; AID 652162; in the data active = inhibition above about 10%
VHR inh abs: blocks human VHR1 dual specificity phosphatase. recombinant VHR phosphatase, pNPP absorbance. hit rate 0.52% among 290,000. P51452. inhibition, % at 13.3 µM; in the data active = inhibition above about 50%; also: some compounds called inactive have numbers as strong as hits
* = called active by the depositor; i = inactive; nt = not tested or not shown.

Structure,MazEF act,CCHF vOTU inh,PrPC surface inh,Rv3671c protease,BH1578 lux ind,Yp Topo-I inh,PriA SSB inh,3CLpro inhibitor,TcdB inh,VHR inh abs
CN(C)CC#CCC(O)(c1ccccc1)C1CCCCC1 (stereo unspecified),-3.3,2.7,-1.5,-2.3,-0.3,-2.3,-5.7,0.2,-0.3,11.4
Cc1ccc(-c2c(C(=O)NNC(=S)NCC3CCCO3)csc2C)cc1 (stereo unspecified),1.7,6.4,-4.1,3.4,i,13.4,-0.1,-0.4,1.9,25.7
CCOc1ccc(NC(=O)CSc2nnc(Cn3c(=O)sc4ccccc43)n2C)cc1,2.0,12.3,-1.5,0.4,-0.2,6.6,-4.6,-0.7,1.0,-7.5
CCN1CCN(C(=O)/C=C/c2c(F)cccc2Cl)CC1,3.4,3.4,3.6,4.3,-0.3,-5.4,7.0,-8.3,-0.1,1.3
O=C(CN1C(=O)NC2(CCCCC2)C1=O)N1CCN(S(=O)(=O)c2cccc(F)c2)CC1,2.7,4.8,1.4,10.7,i,-1.0,-7.0,0.5,-1.5,27.6
CC1(N=Cc2cc(Cl)ccc2O)COP(=O)(Nc2ccccc2)OC1 (stereo unspecified),2.1,-2.3,2.8,nt,i,0.3,-1.5,nt,2.7,nt
Clc1ccc(OCc2nc(-c3ccccn3)no2)c(Br)c1,5.9,8.6,17.6,10.8,nt,0.8,-10.7,-5.7,-1.3,3.4
Cc1ccccc1C(=O)Nc1c2c(nn1C(C)(C)C)CS(=O)(=O)C2,2.0,4.2,-5.5,1.9,i,3.5,-17.2,1.9,-1.3,-5.5
COc1ccc(C=CC(=O)c2ccc([N+](=O)[O-])cc2)cc1,-6.3,16.1,-6.3,nt,-4.3,-4.5,-4.4,nt,0.7,nt
CC(Cl)C(=O)c1ccc2c(c1)CCN2C(=O)C1CC1 (stereo unspecified),-19.7,7.4,-3.2,6.4,0.6,-0.1,-18.0,-1.6,1.5,14.1
Cc1c(NC(=O)c2ccco2)cccc1-c1nc2cccnc2s1,6.4,-1.8,0.0,-3.5,-0.3,0.2,-3.9,1.6,-1.1,26.3
COC(=O)[C@]1(Cc2ccccc2)N[C@H](CN(C)S(=O)(=O)c2ccc(-c3ccccc3)cc2)[C@@H]2C(=O)N(Cc3ccccc3)C(=O)[C@@H]21,-19.0,-12.3,-7.8,-5.6,-1.0,3.6,1.0,nt,0.4,nt
CCN(CC)CCOc1ncnc2c1oc1ccccc12,5.8,-6.3,-3.3,13.0,i,-2.3,-8.6,0.5,nt,31.6
Cc1noc(C)c1S(=O)(=O)NC(=O)C1(C)CCN1C(=O)C1(c2ccc(Cl)cc2)CC1 (stereo unspecified),nt,3.4,2.2,nt,1.1,13.0,nt,nt,-0.6,nt
Cc1nc(C)c(C(=O)Nc2cccc(C)c2C)o1,1.0,-3.2,0.2,-3.4,-0.2,-2.8,-12.3,3.9,2.2,-9.7
Cc1ccccc1OCC(=O)NCC(=O)OCC(=O)c1ccc([N+](=O)[O-])cc1,1.1,-2.8,2.2,-2.2,i,-1.3,-15.6,0.0,-0.3,6.5
COc1cc(C2C(C(=O)c3ccco3)=C(O)C(=O)N2Cc2cccnc2)cc(OC)c1OC (stereo unspecified),3.5,nt,nt,-6.3,-1.6,2.1,-3.4,-1.0,-0.7,10.5
CC(CC(=O)N1CCN(S(=O)(=O)c2ccc([N+](=O)[O-])cc2)CC1)c1ccccc1 (stereo unspecified),-6.9,-5.4,-30.6,1.7,-0.2,2.6,5.0,nt,0.9,nt
CSCCC(NS(=O)(=O)c1ccc(C)cc1)C(=O)N1CCCC1 (stereo unspecified),2.7,1.0,2.5,16.8,-0.2,-3.7,-2.2,7.0,-1.6,17.1
COc1cc(C2/C(=C(\O)c3ccc4c(c3)OCCO4)C(=O)C(=O)N2Cc2ccco2)ccc1O (stereo unspecified),-1.2,17.3,-7.0,-3.2,-3.9,1.5,nt,0.9,0.7,14.0
COC(=O)c1cc(S(=O)(=O)N2CCN(Cc3ccccc3)CC2)cn1C,5.1,5.5,5.0,10.6,-0.2,0.9,-7.6,2.7,2.3,17.3
O=S(=O)(NCc1cc(-c2ccccc2Cl)no1)c1ccccc1,4.3,-7.7,-0.8,2.9,-5.9,9.5,0.5,6.3,nt,26.9
C=CC[C@H]1CC(C)=C[C@H](CC=C)N1C(=O)c1cc(COc2ccccc2SC)on1,-40.8,28.1,-1.6,-6.6,i,30.8,3.0,-0.2,-6.7,14.2
COc1cccc(/C=N/Nc2nnc(C)n2N)c1O,-2.1,88.5*,-9.0,-120.1,-0.7,0.5,nt,-6.9,-3.8,-15.3
Cc1ccc2c(c1)C(c1ccc(F)cc1)N(C(=O)C1CC1)CC(=O)N2 (stereo unspecified),7.2,3.0,-2.4,9.1,-0.3,9.5,-7.2,-1.8,0.0,0.4
C#CCOCCOCCOCCNc1nc(N2CCN(C(=O)CCCCCCCCCCNC(=O)[C@H](CCCCN)n3cc(C)nn3)CC2)nc(N2CCN(C(=O)CCCCCCCCCCNC(=O)[C@H](CCCCN)n3cc(CCCC(=O)O)nn3)CC2)n1,16.2,nt,nt,-0.3,-3.7,-6.1,12.4,nt,nt,nt
Cc1cc(C)cc(CN2C(=O)NC3(CCCCCC3)C2=O)c1,-8.3,-7.0,-0.9,-5.5,i,5.3,-6.8,5.1,0.4,-11.9
CC(C)Cn1c(N2CCN(CC(=O)Nc3ccc(Cl)cc3)CC2)nc2ccccc21,-2.2,10.4,-7.9,6.5,i,5.7,-17.9,-1.5,0.9,15.1
N#Cc1ccc(CN2CCN(C(=O)Cn3nc(C(N)=O)c4ccccc4c3=O)CC2)cc1,-7.0,-20.9,-2.8,-1.6,-10.0,-5.8,-7.9,2.9,1.6,23.1
Cc1ccccc1NS(=O)(=O)c1ccc(C(=O)NCC(c2ccccc2)N(C)C)cc1 (stereo unspecified),-5.5,0.3,-7.8,-7.1,-0.4,-5.0,4.9,1.5,1.5,45.3
COc1ccc(NC(=O)Nc2nccs2)cc1,-3.4,-3.9,1.0,6.2,-3.3,-6.8,-5.7,-2.4,nt,7.2
CCOc1ccc2c(c1)S/C(=C\c1cccs1)C(=O)N2,77.3*,12.2,3.2,3.6,-0.3,6.9,-4.7,3.4,0.6,-0.1
COc1ccc(C(=O)COC(=O)Cn2cnc3ccccc3c2=O)c(OC)c1,2.2,-0.7,-0.6,4.9,-0.7,2.0,8.2,nt,0.8,nt
CN(C(=O)c1ccc(NC(=O)Cc2ccc(NC(=O)C3CCN(C(=O)C4CCCC4)CC3)cc2)cc1)C1CCCC1,6.6,6.3,16.0,nt,i,17.6,-2.0,nt,1.6,nt
CC(=O)NC1(C2CCCCC2=O)CCCCC1 (stereo unspecified),5.0,5.9,0.1,-6.1,-0.1,1.3,1.8,1.3,nt,31.6
O=C(CCNS(=O)(=O)c1ccccc1)OCC(=O)c1ccc(F)cc1,0.2,-6.2,2.7,9.1,-0.4,-3.8,-9.4,nt,1.2,nt
CC(=O)NC(Cc1c[nH]c2ccccc12)C(=O)Nc1ccc2c(c1)OCO2 (stereo unspecified),-1.2,6.7,6.9,3.7,0.5,-11.6,-2.9,4.5,nt,2.6
CC1(C)CC(=O)C(C=NCCN2CCN(CC(=O)Nc3ccc(Cl)cc3)CC2)=C(O)C1,-1.1,-10.8,-1.9,-8.9,-0.3,11.0,-10.8,0.8,0.1,33.4
Cc1cc(C)c2cc(C(=O)N3CCC(C(=O)c4ccc(F)cc4)CC3)[nH]c2c1,-6.3,4.5,9.4,-6.5,i,36.6,-2.5,1.9,1.5,9.1
CCOC(=O)N1CCC(N(CCN(C)C)C(=S)Nc2ccccc2OCC)CC1,3.0,-2.0,1.1,-5.7,-0.5,11.1,-4.4,1.0,2.3,23.3
C=CCC[C@@H](Cc1ccc(F)cc1)C(=O)O[C@H](CNC(=O)[C@H](CC=C)CC(=O)N(CCO)Cc1ccccc1)c1ccccc1,0.5,28.1,-4.0,-11.7,-0.7,15.7,5.7,nt,0.4,nt
Cc1cc(C)cc(NC(=O)COC(=O)CCn2c(C)csc2=O)c1,-2.2,-10.8,1.9,6.0,i,5.1,-9.1,nt,-0.3,nt
O=S(=O)(c1cc(F)ccc1F)N1CCC2(CC1)OCCO2,-1.5,9.2,-3.0,-10.2,-1.7,2.2,-2.8,-4.5,-0.1,5.4
Cc1onc(-c2ccccc2)c1C(=O)N1CCCC1,-6.3,2.5,-3.5,4.3,i,-8.1,-18.7,-2.3,1.2,-6.9
COc1ccc2c(c1)c(N=NC(N)=S)c(O)n2CC(=O)c1ccccc1,6.3,-13.1,-3.7,6.7,-1.4,-6.7,6.7,-0.9,-0.9,18.2
CC(=N)C1=C(O)CC(C)(C)CC1=O,13.1,7.2,-6.8,-0.4,-0.1,3.4,-12.9,1.8,nt,6.6
O=C1CC(N2CCN(S(=O)(=O)c3ccc(Cl)cc3)CC2)C(=O)N1CCc1ccccc1 (stereo unspecified),-2.2,0.5,1.6,-6.5,i,0.9,-2.0,2.9,nt,13.3
CN(C)S(=O)(=O)c1ccc(SCC(=O)Nc2ccc3c(c2)OCCO3)nc1,5.2,4.0,10.9,nt,-12.5,-2.7,-8.3,nt,-0.2,nt
COC(CSc1ncnc2c1oc1nc3c(cc12)COC(C)(C)C3)OC,-0.1,-14.4,18.9,3.3,-1.0,15.7,-9.9,3.1,2.2,-18.6
Cc1cccc(COCC(Cc2ccccc2)N2CCN(C(=O)c3ccc(Cl)c(Cl)c3)CCC2=O)c1 (stereo unspecified),5.0,19.8,7.4,-0.9,-1.0,22.9,2.5,-2.4,-1.2,-3.6

Some of the entries so far, with values under each structure:
Value order: MazEF act | CCHF vOTU inh | PrPC surface inh | Rv3671c protease | BH1578 lux ind | Yp Topo-I inh | PriA SSB inh | 3CLpro inhibitor | TcdB inh | VHR inh abs
COC(CSc1ncnc2c1oc1nc3c(cc12)COC(C)(C)C3)OC
  -0.1 | -14.4 | 18.9 | 3.3 | -1.0 | 15.7 | -9.9 | 3.1 | 2.2 | -18.6
Cc1cccc(COCC(Cc2ccccc2)N2CCN(C(=O)c3ccc(Cl)c(Cl)c3)CCC2=O)c1 (stereo unspecified)
  5.0 | 19.8 | 7.4 | -0.9 | -1.0 | 22.9 | 2.5 | -2.4 | -1.2 | -3.6

New compounds follow
Structure,MazEF act,CCHF vOTU inh,PrPC surface inh,Rv3671c protease,BH1578 lux ind,Yp Topo-I inh,PriA SSB inh,3CLpro inhibitor,TcdB inh,VHR inh abs
C/C=C/Cn1c(N2CCCCCC2)nc2c1c(=O)[nH]c(=O)n2C,-2.1,-2.6,5.3,-0.1,i,6.9,-9.0,-0.5,nt,1.5
O=C(OCC(=O)c1ccc(Cl)cc1Cl)c1ccc2c(c1)C(=O)N(c1cccc3ncccc13)C2=O,-7.3,-5.0,-4.0,-2.7,-0.3,30.5,3.9,9.4,nt,6.8
CCCCN1CCC(C#N)(Nc2ccccc2)CC1,-2.6,-9.1,-1.5,-6.7,i,-6.6,-14.7,-5.0,2.0,-25.0
O=C(CSc1nnc(-c2cccc(F)c2)o1)Nc1nncs1,4.2,-4.3,9.5,9.7,-0.3,2.9,-1.6,4.0,-3.5,24.9
CC(C)Oc1ccc(/C(O)=C2/C(=O)C(=O)N(Cc3cccnc3)C2c2ccco2)cc1 (stereo unspecified),9.1,10.5,8.1,-1.0,i,-1.0,nt,-5.1,nt,24.6
C=CCNC(=O)c1ccccc1NC(=O)C1CC(=O)N(C(C)C)C1 (stereo unspecified),10.9,-8.6,-1.2,0.3,i,-1.2,6.7,-3.8,0.4,17.9
O=C(Nc1ncc([N+](=O)[O-])s1)c1ccc2c(c1)OCO2,-6.0,7.0,-15.3,-5.8,-0.1,-2.2,1.3,1.3,1.9,-2.3
COc1ccc(CNC(=O)CCC(=O)c2ccc(F)cc2)cc1OC,0.1,-12.2,10.0,3.4,i,2.8,2.3,nt,-0.9,nt

Not all compounds are listed (hit frequency here may not be typical).
